# Growth percent in the NCI-60 one-dose screen (48 h, 10 µM unless noted): 100 = growth as untreated, 0 = no growth, -100 = all killed.
# UACC-257 – UACC-257 melanoma; 4.4% of 78,000 active
# M14 – M14 melanoma; 6.2% of 80,000 active; AID 1794745
# SK-MEL-5 – SK-MEL-5 melanoma. 6.4% of 80,000 active
# EKVX – EKVX NSCLC. 3% of 71,000 active
# SK-MEL-2 – SK-MEL-2 melanoma; AID 1794763; 4.7% of 77,000 active
# MALME-3M – MALME-3M melanoma; 5.8% of 78,000 active
# A549/ATCC – A549/ATCC NSCLC. 3.7% of 81,000 active. AID 1794740
# UACC-62 – UACC-62 melanoma; 5.4% of 81,000 active; AID 1794756
# Starred values were filed as active, the others as inactive; . = no result given; [ ] = dose if it differs, or a comment. Rule for the calls: active = growth percent below 10; inactive = the rest. Random draw from the library. About 9.8% of those tested had a hit in this group.
molecule	UACC-257	M14	SK-MEL-5	EKVX	SK-MEL-2	MALME-3M	A549/ATCC	UACC-62
CC1=CCc2ccccc21	105.4	105.0	101.3	109.6	139.5	101.1	97.1	86.2
C=C(C)[C@@H]1CC[C@]2(C(=O)NCCNCCNCCNC(=O)OC(C)(C)C)CC[C@]3(C)[C@H](CC[C@@H]4[C@@]5(C)CCC(=O)C(C)(C)[C@@H]5CC[C@]43C)[C@@H]12	89.3[100 µM]	105.2[100 µM]	88.7[100 µM]	107.1[100 µM]	87.6[100 µM]	92.7[100 µM]	86.4[100 µM]	69.1[100 µM]
O=C(Nc1ncccc1OCc1cn(Cc2ccccc2)nn1)c1ccccc1	116.9	94.8	97.6	96.6	109.8	97.8	112.3	96.1
COc1cccc(/C=C\C(=O)CCN2CCCC2)c1OC	81.5	78.7	94.0	106.3	89.0	93.6	95.5	84.3
Cc1ccc(NC(c2ccc(OC(F)F)c(OCC3CC3)c2)c2nnnn2C2CCCCC2)cc1 (stereo unspecified)	101.0	109.7	100.2	85.5	103.2	103.1	87.2	70.5
C=CCn1cc(-c2nc3ccccc3s2)c2cc(-c3ccc4c5c(cccc35)C(=O)N(N)C4=O)ccc21	104.0	94.5	96.5	82.1	102.4	101.0	105.0	86.9
Cc1ccc(-c2cc(-c3cc(-c4ccc(C)cc4)nc(N)n3)nc(N)n2)cc1	87.1	112.2	100.4	93.9	118.1	95.5	97.4	94.7
COc1ccc([C@H]2C(C(=O)c3ccc(Cl)cc3)C3(N[C@@H]2c2ccccc2)C(=O)Nc2ccc(Cl)cc23)cc1 (stereo partly specified)	9.2*	11.0	4.1*	4.5*	-65.5*	-10.6*	18.2	-63.1*
c1ccc2[nH]c(-c3ccc(Nc4nc(N5CCCC5)nc5[nH]ncc45)cc3)nc2c1	-90.5*	-78.0*	.	-8.3*	-48.1*	-71.5*	-42.4*	.
CCOC(=O)C1=NNC(C(=O)OCC)C1c1ccccc1 (stereo unspecified)	99.3	127.6	105.1	102.7	85.0	99.3	94.2	97.0

# A few values from above.
# In M14, `C=CCn1cc(-c2nc3ccccc3s2)c2cc(-c3ccc4c5c(cccc35)C(=O)N(N)C4=O)ccc21` has 94.5
# In M14, `C=C(C)[C@@H]1CC[C@]2(C(=O)NCCNCCNCCNC(=O)OC(C)(C)C)CC[C@]3(C)[C@H](CC[C@@H]4[C@@]5(C)CCC(=O)C(C)(C)[C@@H]5CC[C@]43C)[C@@H]12` has 105.2[100 µM]

# The list continues.
molecule	UACC-257	M14	SK-MEL-5	EKVX	SK-MEL-2	MALME-3M	A549/ATCC	UACC-62
Cc1c(N=NC2C(=O)NN(c3nc(-c4ccco4)c(C#N)c(=O)n3C)C2=O)c(=O)n(-c2ccccc2)n1C (stereo unspecified)	136.3	105.2	107.1	105.3	113.4	106.5	95.6	97.0
Cc1cc2cc(C3C(C(N)=O)=C(N)Oc4n[nH]c(C)c43)c(Cl)nc2cc1C (stereo unspecified)	94.2	92.6	99.1	109.1	106.3	108.1	99.3	102.0
O=C1c2c(c3c4cc(O)ccc4oc3c3[nH]c4ccccc4c23)C(=O)N1O	22.1	-4.7*	-76.1*	66.6	-71.6*	9.5*	43.5	-53.6*
CC(Br)C(=O)Nc1ccc(S(=O)(=O)NCCO)cc1 (stereo unspecified)	95.3	98.0	105.5	100.0	105.2	101.6	85.4	92.8
Cc1onc(-c2c(F)cccc2Cl)c1C(=O)Nc1cc2cc([N+](=O)[O-])ccc2oc1=O	.	103.5	97.4	.	.	106.1	93.1	74.0
N#CC1C(C#N)C2c3ccccc3C=CN2C1C(=O)c1ccc(Br)cc1 (stereo unspecified)	103.5	104.0	90.8	93.0	98.3	100.0	83.6	98.4
c1ccc(C(CC2CCCCC2)c2ccc3ccccc3c2)cc1 (stereo unspecified)	.	103.0	104.5	97.8	91.6	105.4	88.8	98.9
CC1(C)OC2C(O1)[C@H](c1c[nH]c3ccccc13)c1[nH]c3ccccc3c1[C@H]2c1c[nH]c2ccccc12 (stereo partly specified)	95.4	78.8	88.8	.	105.3	97.9	75.4	84.1
Cc1ccc([C@H]2c3[nH]c4ccccc4c3C[C@H]3C(=O)N(CCCCCCC(=O)NO)CC(=O)N23)cc1	50.5	43.6	37.4	76.2	56.7	19.5	85.6	24.1
NN1C(=O)c2ccccc2C1=O	92.6	105.6	111.0	97.1	.	140.4	95.7	113.0
Cc1ccc(/C=C2/SC(=S)N(CC(=O)Nc3ncc(Cc4ccc(Cl)cc4)s3)C2=O)cc1	103.1	100.5	99.8	93.3	103.4	91.7	103.8	98.8
c1ccc2c([C@@H]3CCC[C@H](c4c[nH]c5ccccc45)c4c3[nH]c3ccccc43)c[nH]c2c1	103.3	62.3[3 µM]	108.4	102.2	91.9	90.4	98.0	96.3
COc1ccc(-c2nc3ccccc3nc2-c2ccc(OC)cc2)cc1	95.6	94.4	70.7	94.3	100.3	119.6	86.9	79.4
C/C(O)=C(/C=N/C(=S)Nc1ccc(S(N)(=O)=O)cc1)C(=O)Nc1ccccc1C	104.0	106.0	99.9	97.7	109.3	98.9	105.1	94.3
CCCCNC1CC[C@@]2(C)[C@@H](CC[C@@]3(C)[C@H]2C(=O)C[C@H]2/C(=C(\CCC=C(C)C)C(=O)OC)[C@@H](OC(C)=O)C[C@@]23C)[C@@H]1C (stereo partly specified)	98.9	96.5	98.7	83.1	102.1	99.7	89.2	89.2
COC(=O)c1nc(-c2ccccc2)oc1N1CCOCC1	100.6	114.3	94.0	90.7	94.9	110.9	94.7	92.7
O=C(Nc1ccc(Br)cc1)Nc1ccc2nc(NS(=O)(=O)c3ccc4ccccc4c3)sc2c1	80.0	97.0	97.9	98.8	91.6	108.8	89.1	84.4
COc1ccc(CSc2ncnc3nc[nH]c23)cc1	121.2	99.7	99.4	87.8	100.9	97.2	108.1	78.4
O=C(NCCNc1nccc(-c2c(-c3cccc(O)c3)nc3sccn23)n1)c1ccccc1O	14.8	16.7	22.7	66.8	13.9	14.6	43.3	0.5*
COc1cc(C=NC2CCCCC2)ccc1O	106.1	110.2	96.4	98.1	95.6	.	102.2	93.5

# Three entries already listed, sorted by SMILES length, low to high:
molecule	UACC-257	M14	SK-MEL-5	EKVX	SK-MEL-2	MALME-3M	A549/ATCC	UACC-62
COc1ccc(-c2nc3ccccc3nc2-c2ccc(OC)cc2)cc1	95.6	94.4	70.7	94.3	100.3	119.6	86.9	79.4
O=C(Nc1ccc(Br)cc1)Nc1ccc2nc(NS(=O)(=O)c3ccc4ccccc4c3)sc2c1	80.0	97.0	97.9	98.8	91.6	108.8	89.1	84.4
CCCCNC1CC[C@@]2(C)[C@@H](CC[C@@]3(C)[C@H]2C(=O)C[C@H]2/C(=C(\CCC=C(C)C)C(=O)OC)[C@@H](OC(C)=O)C[C@@]23C)[C@@H]1C (stereo partly specified)	98.9	96.5	98.7	83.1	102.1	99.7	89.2	89.2

# (further entries)
molecule	UACC-257	M14	SK-MEL-5	EKVX	SK-MEL-2	MALME-3M	A549/ATCC	UACC-62
CCCSC(=O)c1ccccc1	110.7	110.0	101.1	100.7	108.6	110.1	101.1	109.8
O=C(NN1C(=O)c2ccccc2C1=O)c1ccc(NC(=O)c2ccccn2)cc1	108.8	106.8	100.7	98.0	107.3	102.0	101.6	93.7
N#Cc1ccc(C(=O)CSc2nccc(Nc3ccc(S(=O)(=O)Nc4ccccn4)cc3)n2)cc1	107.9	106.0	97.1	104.8	105.7	125.4	102.5	91.9
COc1ccc(/C=C/C(=O)/C=C/c2cc3ccc(Cl)cc3[nH]c2=O)cc1	.	86.4	98.6	84.7	94.0	107.2	93.1	72.1
CC1(C)CC(O)(C(Cl)c2ccccc2)C(=O)c2ccccc21 (stereo unspecified)	98.8	97.2	100.7	76.6	96.7	103.7	88.3	78.5
COc1cc2c(OCCN3CCOCC3)nc3c4cc5c(cc4ccc3c2cc1OC)OCO5	68.9	60.2	55.2	100.8	77.9	61.2	57.8	64.5
C/C=C(\C)C(C(=O)NC1CCCCC1)N(C(=O)C1CCc2cc(F)ccc2O1)c1cc(Cl)cc(Cl)c1 (stereo unspecified)	104.2	98.2	99.6	92.7	101.1	95.5	94.7	87.0
COc1cc(OC)cc(-c2cncn2-c2ccc(-c3nc4ccc(F)cc4s3)cc2)c1	99.4	92.9	89.6	79.7	113.9	91.2	87.8	82.6
O=C(CSc1nc2sc3c(c2c(=O)n1-c1ccc(Cl)cc1)CCCC3)Nc1nc(-c2cccc([N+](=O)[O-])c2)cs1	104.1	100.6	103.0	99.3	100.6	99.8	99.8	96.9
O=C1CSC(c2ccc(Cl)cc2)N1Cc1ccc2c(c1)OCO2 (stereo unspecified)	111.7	104.4	.	90.5	115.2	102.2	99.6	91.3

# An excerpt from above in order of SMILES length, descending.
molecule	UACC-257	M14	SK-MEL-5	EKVX	SK-MEL-2	MALME-3M	A549/ATCC	UACC-62
CCCCNC1CC[C@@]2(C)[C@@H](CC[C@@]3(C)[C@H]2C(=O)C[C@H]2/C(=C(\CCC=C(C)C)C(=O)OC)[C@@H](OC(C)=O)C[C@@]23C)[C@@H]1C (stereo partly specified)	98.9	96.5	98.7	83.1	102.1	99.7	89.2	89.2
O=C(CSc1nc2sc3c(c2c(=O)n1-c1ccc(Cl)cc1)CCCC3)Nc1nc(-c2cccc([N+](=O)[O-])c2)cs1	104.1	100.6	103.0	99.3	100.6	99.8	99.8	96.9
C/C=C(\C)C(C(=O)NC1CCCCC1)N(C(=O)C1CCc2cc(F)ccc2O1)c1cc(Cl)cc(Cl)c1 (stereo unspecified)	104.2	98.2	99.6	92.7	101.1	95.5	94.7	87.0
N#Cc1ccc(C(=O)CSc2nccc(Nc3ccc(S(=O)(=O)Nc4ccccn4)cc3)n2)cc1	107.9	106.0	97.1	104.8	105.7	125.4	102.5	91.9
C/C(O)=C(/C=N/C(=S)Nc1ccc(S(N)(=O)=O)cc1)C(=O)Nc1ccccc1C	104.0	106.0	99.9	97.7	109.3	98.9	105.1	94.3
O=C(NCCNc1nccc(-c2c(-c3cccc(O)c3)nc3sccn23)n1)c1ccccc1O	14.8	16.7	22.7	66.8	13.9	14.6	43.3	0.5*
COc1cc(OC)cc(-c2cncn2-c2ccc(-c3nc4ccc(F)cc4s3)cc2)c1	99.4	92.9	89.6	79.7	113.9	91.2	87.8	82.6
COc1ccc(/C=C/C(=O)/C=C/c2cc3ccc(Cl)cc3[nH]c2=O)cc1	.	86.4	98.6	84.7	94.0	107.2	93.1	72.1
O=C(NN1C(=O)c2ccccc2C1=O)c1ccc(NC(=O)c2ccccn2)cc1	108.8	106.8	100.7	98.0	107.3	102.0	101.6	93.7
CC1(C)CC(O)(C(Cl)c2ccccc2)C(=O)c2ccccc21 (stereo unspecified)	98.8	97.2	100.7	76.6	96.7	103.7	88.3	78.5
COC(=O)c1nc(-c2ccccc2)oc1N1CCOCC1	100.6	114.3	94.0	90.7	94.9	110.9	94.7	92.7
COc1ccc(CSc2ncnc3nc[nH]c23)cc1	121.2	99.7	99.4	87.8	100.9	97.2	108.1	78.4
COc1cc(C=NC2CCCCC2)ccc1O	106.1	110.2	96.4	98.1	95.6	.	102.2	93.5
CCCSC(=O)c1ccccc1	110.7	110.0	101.1	100.7	108.6	110.1	101.1	109.8

# Next part.
molecule	UACC-257	M14	SK-MEL-5	EKVX	SK-MEL-2	MALME-3M	A549/ATCC	UACC-62
CC(C)=CCC[C@](C)(O)[C@H]1CC[C@]2(C)[C@@H]1CC[C@@H]1[C@@]3(C)Cc4nc5ccccc5nc4C(C)(C)[C@@H]3CC[C@]12C	107.0	103.0	95.6	91.0	104.6	85.1	96.1	66.0
COc1ccc(/C=C/C(=O)N2CCOCC2)cc1OC1CCCC1	102.2	104.8	97.7	.	112.8	107.8	93.2	93.9
COc1cc(C2CC(c3cccc(Nc4ccnc5cc(Cl)ccc45)c3)=NN2C=O)cc(OC)c1OC (stereo unspecified)	37.6	-26.7*	4.4*	32.0	-18.1*	-5.5*	18.4	-35.0*
CCN(CC)CCC(CNc1c(C)cnc2cc(Cl)ccc12)c1ccccc1 (stereo unspecified)	117.2	96.0	96.2	75.0	106.3	119.7	113.3	107.2
CCCNS(=O)(=O)c1ccc(Cl)cc1	101.2	101.2	104.9	91.6	106.5	105.0	94.5	.
CC(=O)NNC(=S)/N=C\C(C(=O)c1ccccc1)=C(/O)c1ccccc1	101.6	102.9	100.9	99.4	109.6	.	87.3	101.4
N#CC1=C(c2ccccc2)Nc2c(c(-c3ccc(Cl)cc3)nn2-c2ccccc2)C12C(=O)Nc1ccccc12 (stereo unspecified)	63.7	74.5	89.0	89.3	92.5	97.2	71.2	67.9
COc1ccc(/C=C/C(=O)c2ccc(NC(=O)CSc3nc4c([nH]3)c(=O)n(C)c(=O)n4C)cc2)cc1	94.2	97.4	89.6	93.0	111.7	111.7	90.9	90.6
CC(/C=C1\SC(=S)N(CCCC(=O)NC(CC(C)C)C(=O)O)C1=O)=C\c1ccccc1 (stereo unspecified)	103.7	78.6	88.1	101.1	100.7	103.5	89.8	76.0
COc1ccc(/C=C/C(=O)c2cc(CC=C(C)C)c(OC)cc2OC)c(OC)c1	.	81.9	82.3	91.5	.	102.8	.	70.5
COc1ccc(OC)c(/C=C2\Cc3cc(F)ccc3C2=O)c1	103.0	95.6	98.9	103.6	91.1	101.2	100.1	84.0
O=c1nccc(Nc2ccccc2)[nH]1	107.5	103.1	109.0	118.6	103.9	116.0	104.4	99.8
O=C(Nc1ncc(Cc2ccccc2)s1)C1=NCCCN1	99.2	97.3	99.6	94.1	100.8	95.4	99.0	97.8
CN1CCCC(Nc2ccncc2CO)C1 (stereo unspecified)	90.9	96.7	100.0	100.0	97.1	107.4	94.4	100.9
Cc1ccc2cc3c(NC(=O)c4cccnc4)nn(C)c3nc2c1	99.3	93.3	83.1	.	.	99.1	95.7	88.7
COc1ccc(Nc2ncnc3c2c(C)nn3-c2ccc([N+](=O)[O-])cc2)cc1	89.6	107.3	98.4	92.6	103.9	.	91.2	92.6

# From PubChem
